# Rhodamine autofl = qHTS Assay for Spectroscopic Profiling in Rhodamine Spectral Region; Rhodamine-region fluorescence, 547/598 nm, Tris buffer; hits give high values; max dye-equivalent concentration, M; hit rate 0.05% among 59,000; in the data active = max dye-equivalent concentration above about 11 nM; inconclusive = between about 1.1 nM and that limit
#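 qHTS spectral profiling of compounds without any target or enzyme present, in pH 8.0 Tris buffer; plates were read after a 15-minute room-temperature incubation using the rhodamine-region filter set.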
# Tau fil binding = qHTS Assay for Tau Filament Binding. recombinant tau filaments, thioflavin S fluorescence, 15 h; filaments grown with octadecylsulfate alongside compound. Potency, µM (series often up to 57.1 µM), for the others: at the highest dose activity change, negative = inhibition. hit rate 2% among 71,000. AID 596, 2007;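 also: potency is read from the fitted curve at half-maximal effect; % is scaled to controls: 0 for no effect and ±100 for the full control effect; actives lower thioflavin S fluorescence by blocking filaments or displacing dye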
# Target sequence (P10636 whole entry, looked up): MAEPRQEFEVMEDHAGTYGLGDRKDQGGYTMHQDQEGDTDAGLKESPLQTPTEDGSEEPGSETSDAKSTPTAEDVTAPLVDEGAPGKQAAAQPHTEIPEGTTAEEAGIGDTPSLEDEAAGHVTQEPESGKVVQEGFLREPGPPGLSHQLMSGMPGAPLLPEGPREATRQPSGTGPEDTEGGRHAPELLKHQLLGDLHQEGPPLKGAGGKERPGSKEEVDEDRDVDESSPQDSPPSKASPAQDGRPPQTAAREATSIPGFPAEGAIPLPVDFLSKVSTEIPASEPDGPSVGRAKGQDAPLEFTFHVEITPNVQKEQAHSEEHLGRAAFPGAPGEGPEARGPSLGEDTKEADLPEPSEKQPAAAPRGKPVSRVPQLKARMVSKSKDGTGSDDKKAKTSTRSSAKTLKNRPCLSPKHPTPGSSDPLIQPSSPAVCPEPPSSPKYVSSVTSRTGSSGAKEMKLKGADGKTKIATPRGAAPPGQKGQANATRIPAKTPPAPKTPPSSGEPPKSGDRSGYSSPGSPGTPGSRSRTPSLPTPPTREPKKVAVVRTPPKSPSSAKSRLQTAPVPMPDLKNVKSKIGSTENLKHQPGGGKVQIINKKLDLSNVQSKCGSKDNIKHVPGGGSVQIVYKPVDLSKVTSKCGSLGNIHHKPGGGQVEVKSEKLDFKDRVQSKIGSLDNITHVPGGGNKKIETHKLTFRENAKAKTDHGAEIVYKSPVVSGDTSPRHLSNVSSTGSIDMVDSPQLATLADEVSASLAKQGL
#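 Quantitative HTS: thioflavine S signal from ODS-induced tau filaments, excited at 450 nm, emission 510 nm. Conditions: 1 uM tau, 30 uM ODS, 15 h at 37 C, pH 7.4.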
# ERK AVP inh = qHTS Assay for Inhibitors of the ERK Signaling Pathway using a Homogeneous Screening Assay. HEK293-V1b, vasopressin-stimulated pERK AlphaScreen. Potency, µM (highest dose often 57.5 µM), inactives show at the top dose activity, negative = inhibition, hits mostly inhibitors. hit rate 0.99% among 72,000; also: potency is read from the fitted curve at half-maximal effect; % is scaled to controls: 0 for no effect and ±100 for the full control effect; nearly all actives have a fitted effect of over 55% in size
#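 Phosphorylated ERK1/2 detected via AlphaScreen bead proximity in lysates of V1b-expressing HEK293 cells given 25 nM vasopressin for 5 min after 30 min compound exposure (37 °C). AC50 from Hill equation; basal DMSO 0%, vasopressin 100%.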
# CRE Fsk mod = Cell signaling CRE-BLA (Fsk stim); hit rate 2.5% among 71,000; CHO CRE-bla reporter (cAMP response element driving beta-lactamase), forskolin EC10, beta-lactamase ratio; Potency, µM (top dose mostly 38.2 µM), without a hit: top-dose activity change, negative = inhibition, most hits filed as activators; active = well fitted activation curve with a large enough effect in the signal ratio, with a control signal flat, not every such curve was filed as active; inconclusive = small, poorly fitted or top-dose-only effect, or effect the other way, or a change in a side signal; the % refers to the signal ratio; also: potency is read from the fitted curve at half-maximal effect; % of control where 0% means no effect
#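 Cells were plated overnight at 37 °C, exposed to compound titrations plus EC10 NKH 477 for 3 h, then given CCF4 dye for 2 h at room temperature. Blue/green (460/530 nm) ratio was converted to %Activity and AC50 values calculated.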
# FLuc inh = qHTS Assay for Inhibitors of Firefly Luciferase. Potency, µM (doses to about 57.1 µM), inactives show at the top dose activity change, negative = inhibition, actives largely listed as inhibitors. purified firefly luciferase, luminescence, 8 min. hit rate 2.2% among 72,000. Luciferin 4-monooxygenase (Photinus pyralis), P08659. AID 411, 2009; also: potency is read from the fitted curve at half-maximal effect; % is scaled to controls: 0 for no effect and ±100 for the full control effect; nearly all actives have a fitted effect of over 40% in size
#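 qHTS concentration-response profiling: light output of P. pyralis luciferase with luciferin and 10 uM ATP, imidazole buffer pH 7.2. Read by luminescence after 8-min room-temperature incubation.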
# Hsp90 Hop PPI = qHTS Assay for Disrupters of an Hsp90 Co-Chaperone Interaction | Hsp90 C-terminal peptide / TPR2A (Hop) interaction, human | AlphaScreen TPR2A-His6 binding biotin-Hsp90 C-terminal peptide | Potency, µM (series often up to 57 µM), inactives show at the top dose activity change, negative = inhibition | hit rate 0.44% among 71,000 | AID 595, 2007; active = well fitted curve in either direction with a large enough effect; inconclusive = small, poorly fitted or top-dose-only effect, or another doubt; also: potency is read from the fitted curve at half-maximal effect; % is scaled to controls: 0 for no effect and ±100 for the full control effect; many of its hits are not listed in these tables
# HADH2 inh = qHTS Assay for Inhibitors of HADH2 (Hydroxyacyl-Coenzyme A Dehydrogenase, Type II). Potency, µM (highest dose often 57.1 µM), for inactives: top-dose activity change, negative = inhibition, actives largely listed as inhibitors. 3-hydroxyacyl-CoA dehydrogenase type-2 (Homo sapiens), Q99714. hit rate 3.4% among 73,000. recombinant HADH2, NADH fluorescence, beta-hydroxybutyryl-CoA; also: potency is read from the fitted curve at half-maximal effect; % is scaled to controls: 0 for no effect and ±100 for the full control effect; nearly all actives have a fitted effect of over 60% in size; many of its hits are not listed in these tables
# Target sequence (Q99714 whole entry, looked up, one chain of several): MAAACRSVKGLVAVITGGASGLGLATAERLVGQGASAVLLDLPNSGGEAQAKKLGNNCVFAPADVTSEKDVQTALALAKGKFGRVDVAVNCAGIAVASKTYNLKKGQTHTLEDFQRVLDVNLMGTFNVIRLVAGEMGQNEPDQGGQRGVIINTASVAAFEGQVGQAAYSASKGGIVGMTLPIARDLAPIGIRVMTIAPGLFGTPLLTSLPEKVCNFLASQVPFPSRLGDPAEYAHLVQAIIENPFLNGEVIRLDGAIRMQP
#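 Read-out: 360 nm excitation, 450 nm emission, kinetic over 4 min. Conditions: His-tagged human HADH2 20 nM, pH 9.0 Tris with Tween-20, 1 mM NAD+, 90 uM beta-hydroxybutyryl-CoA.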
# Pol III holo inh = qHTS Assay for Inhibitors of DNA Polymerase III Holoenzyme System; reconstituted DNA polymerase III holoenzyme replication, biochemical; Potency, µM (doses to about 57.1 µM), for inactives: top-dose activity change, negative = inhibition; hit rate 0.25% among 71,000; AID 603, 2007; also: potency is read from the fitted curve at half-maximal effect; % is scaled to controls: 0 for no effect and ±100 for the full control effect
#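 Reconstituted *E. coli* holoenzyme (0.35 nM Pol III, 1 nM beta, 154 nM SSB, 2 nM primase) was preincubated with compound for 15 min at RT. Synthesis on 1.4 nM ssM13Gori ran 35 min, then was stopped with PicoGreen/EDTA and read as dsDNA fluorescence.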
# TexasRed autofl = qHTS Assay for Spectroscopic Profiling in Texas Red Spectral Region; Compound fluorescence, Texas Red channel, 547/618 nm; hits give high values; max dye-equivalent concentration, M; hit rate 0.06% among 59,000; AID 587, 2007; in the data active = max dye-equivalent concentration above about 10 nM; inconclusive = between about 1.1 nM and that limit
#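 Compound titrations in 100 mM Tris pH 8.0 were incubated 15 min at room temperature and read at 547 nm excitation / 618 nm emission. Texas Red six-point standard curve on each plate converted fluorescence to dye-equivalent concentration.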
# 15-hLO inh = qHTS Assay for Inhibitors of 15-hLO (15-human lipoxygenase) | purified 15hLO-1, xylenol orange hydroperoxide absorbance | Potency, µM (top dose mostly 57.1 µM), inactives show top-dose activity change, negative = inhibition, most hits filed as inhibitors | hit rate 1.4% among 74,000 | Polyunsaturated fatty acid lipoxygenase ALOX15 (Homo sapiens), P16050 | AID 887, 2007; also: potency is read from the fitted curve at half-maximal effect; % is scaled to controls: 0 for no effect and ±100 for the full control effect; nearly all actives have a fitted effect of over 55% in size
#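 Purified human 15hLO-1 (40 nM) in 25 mM Hepes pH 7.5, 0.01% Triton X-100, preincubated 15 min RT with compound, then 50 uM arachidonic acid for 6 min. Hydroperoxide read by ferrous/xylenol orange, 30 min; 573/405 nm absorbance ratio gave progress.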
# HBB splicing = qHTS Assay for Modulators of Hemoglobin Beta Chain Splicing. HBB splicing reporter cell assay, activation; EGFP reporter with mutant IVS2-654 intron; response scale: normalised to 500 nM splice-correcting PNA. Potency, µM (titrated, usually from 46.1 µM), for inactives: top-dose activation, actives largely listed as activators. hit rate 0.06% among 65,000. AID 925, 2007; also: potency is read from the fitted curve at half-maximal effect; 0% is about no effect
#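 Compounds were applied for 2 days to HeLa EGFP-654 cells, 500/well in Optimem with 2% FCS. The reporter's EGFP is disrupted by mis-splicing of beta-globin intron IVS2-654. Readout: summed well GFP fluorescence from 488 nm laser scanning; reference was 500 nM antisense […] 654 PNA.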
# An asterisk follows results filed as active; i = inactive; ? = inconclusive; / = no result given; [ ] = dose if it differs, or a comment. Unless noted, calls follow the shape of the dose curve; as a rule, active = well fitted curve in the direction sought with a large enough effect; inconclusive = small, poorly fitted or top-dose-only effect, or another doubt; inactive = no such curve, though single readings can be large; an effect the other way counts as inactive or inconclusive. Only part of the results is shown; count on the stated rates, not on these rows.
SMILES,Rhodamine autofl,Tau fil binding,ERK AVP inh,CRE Fsk mod,FLuc inh,Hsp90 Hop PPI,HADH2 inh,Pol III holo inh,TexasRed autofl,15-hLO inh,HBB splicing
Nc1nonc1C(=Nc1ccccc1)NO,i,1%,-6%,14%,4%,-1%,4%,-5%,i,4%,0.8%[57.5 µM]
Cc1ccc(C2C(C#N)=C(N)Oc3n[nH]c(C)c32)cc1 (stereo not given),i,3%,4%,0%,0%,0%,-29%,-5%,i,-9%,/
CCOc1cc(C(=S)N2CCN(C)CC2)ccc1OCC(=O)N1CCOCC1,i,-7%,-18%,-7%,2%,-4%,2%,-6%,i,-3%,3.8%
COC(=O)c1cc(NC(=O)c2ccoc2C)cc(C(=O)OC)c1,i,12%,-12%,?,1%,-2%,-25%,-4%,i,-1%,-1.7%
CCOC(=O)c1ccc(NC(=O)CCc2nc(-c3ccc(C)cc3)no2)cc1,i,163%,?,?,2%,11%,15%,4%,i,-19%,-0.8%[1.84 µM]
C[C@H]1CC(C)(C)C[C@@](OCCN2CCCCC2)(c2ccccc2)C1,i,-24%[11.4 µM],9%[11.5 µM],-3%[7.6 µM],3%[11.4 µM],?,9%[11.4 µM],-8%[11.4 µM],i,17%[11.4 µM],2.7%[9.22 µM]
COC(=O)c1cccc(NC(=O)Cn2cnc3ccccc3c2=O)c1,i,8%,-18%,0%,3%,-4%,7%,-6%,?,-4%,-1.4%
O=C(c1ccc2c(c1)OCO2)N1CCN(c2ccccc2F)CC1,i,-2%,-19%,-11%,0%,-4%,7%,-4%,i,1%,-1.7%
Nn1cnnc1SCC(=O)Nc1ccc(C2CCCCC2)cc1,i,15%,12%,?,?,-2%,8%,-4%,i,-4%,/
COc1cc2c(cc1OC)C(c1ccc3c(c1)OCO3)CC(=O)N2 (stereo not given),i,-5%,8%,-9%,1%,-1%,16%,-1%,i,-8%,-1.7%
CCOc1cc(C2C(C#N)=C(N)Oc3n[nH]c(-c4ccccc4)c32)ccc1O (stereo not given),i,8%,16µM*,?,-5%,?,?,5%,i,-20%,-2.1%
CC(C(=O)Nc1ccc(S(=O)(=O)N2CCOCC2)cc1)N(c1ccccc1)S(C)(=O)=O (stereo not given),i,-2%,1%,-23%,-1%,?,5%,-6%,i,-22%,-3.2%
COCCn1nnnc1C(C(C)C)N1CCOCC1 (stereo not given),i,4%,-19%,-2%,0%,2%,6%,-2%,i,-10%,/
CN(c1ccccc1C(=O)N1CCOCC1)S(C)(=O)=O,i,2%,1%,-8%,2%,0%,1%,0%,i,1%,0.4%
CCOc1ccc(C(C)=O)cc1N1C(=O)C2C3C=CC(C3)C2C1=O (stereo not given),i,-30%,15%,?,2%,?,-5%,?,i,0%,0.2%
N=C(N)SCCSC(=N)N,i,6%[11.4 µM],-2%[11.5 µM],-5%[7.6 µM],-1%[11.4 µM],0%[11 µM],-10%[11.4 µM],-5%[11.4 µM],i,-6%[11.4 µM],1.4%[9.22 µM]
O=CN1CCN(C2CC(=O)N(c3ccc(Br)cc3)C2=O)CC1 (stereo not given),i,-12%,10%,1%,5%,-8%,-7%,-8%,i,-1%,/
C#CCN(C)Cc1ccccc1,i,6%[25.6 µM],-14%[25.7 µM],0%[17.1 µM],0%[25.5 µM],1%[26 µM],-6%[25.6 µM],-6%[25.6 µM],i,9%[25.6 µM],0.8%[20.6 µM]
O=C(O)Cc1ccc2[nH]c3ccc(CC(=O)O)cc3c2c1,i,-16%,-6%,?,0%,-1%,-21%,3%,?,6%,1.6%[0.369 µM]
Cc1ccccc1C(=O)N1CCCN(C(=O)c2ccccc2C)CC1,i,7%,0%,-10%,1%,-2%,11%,-1%,i,8%,-2.6%
O=S(=O)(Nc1ccc2c(c1)OCO2)c1ccc(Br)s1,i,20µM*,?,-12%,-1%,?,?,3%,i,25µM*,-0.1%
Cc1cccn2c(=O)c3cc(C(=O)NCC4CCCO4)c(=N)n(Cc4cccnc4)c3nc12 (stereo not given),i,139%,-10%,?,2%,-3%,176%[activator],-7%,?,-19%,-1.7%
COc1cc(NC(=O)CSc2nnc(C)s2)cc(OC)c1OC,i,-12%,2%,16%,-2%,0%,6%,-1%,i,4%,-0.2%
Cc1cc(C)n(C(=O)c2ccc(NC(=O)CC(C)C)cc2)n1,i,2%,-8%,-12%,0%,-1%,5%,-3%,?,2%,0.1%
CCOc1ccc(NC(=O)C2CC(=O)NC(N3CCc4ccccc43)=N2)cc1 (stereo not given),i,9%,0%,5%,1%,-3%,-7%,-6%,i,-12%,-1.5%

# More entries.
SMILES,Rhodamine autofl,Tau fil binding,ERK AVP inh,CRE Fsk mod,FLuc inh,Hsp90 Hop PPI,HADH2 inh,Pol III holo inh,TexasRed autofl,15-hLO inh,HBB splicing
COc1cccc(C(=O)CSc2nnc(CNS(=O)(=O)c3ccc(C)cc3)n2C)c1,i,21%,?,-8%,1%,-8%,-26%,-4%,?,?,/
CCOc1cc(CN2CCN(C(=O)CC(C)C)CC2)ccc1OC,i,-13%,-9%,0%,1%,2%,9%,-3%,i,-4%,/
CC(C)CC(=O)Nc1ccc(C(=O)COc2ccc(-c3nnco3)cc2)cc1,i,-15%,21%,-15%,-2%,1%,1%,-3%,i,-13%,-0.4%
c1ccc(CCNc2c3c(nc4ncnn24)CCC3)cc1,i,3%,?,-4%,0%,-5%,11%,-4%,i,-3%,1.0%
CC(=O)n1c(COS(C)(=O)=O)nc2ccccc21,i,8%[11.4 µM],-3%[11.5 µM],-2%[7.6 µM],2%[11.4 µM],-6%[11 µM],4%[11.4 µM],14%[11.4 µM],i,3%[11.4 µM],3.4%[9.22 µM]
COc1ccc(CCN2C(=O)CC(C(N)=O)SC2=Nc2ccccc2)cc1OC (stereo not given),i,1%,2%,8%,5%,-3%,13%,4%,i,-1%,/
CCOC(=O)CN(C(=O)CSc1nnc(CNc2ccc(F)cc2)o1)c1ccccc1,i,-6%,-11%,-2%,1%,-2%,-8%,8%,i,-3%,/
COc1cc(-c2nc(S(=O)(=O)c3ccc(Cl)cc3)c(N(C)C)o2)cc(OC)c1OC,i,2%,-6%,?,1%,-3%,9%,-6%,i,-6%,-1.4%
Cc1ccc(S(=O)(=O)NC(=O)c2cc(C)n(CCCN3CCOCC3)c2C)cc1,i,4%,-13%,-6%,1%,-3%,12%,-3%,?,-5%,-1.5%
COc1ccc(N2CCN(C(=O)CCCn3c(=S)[nH]c4cc5c(cc4c3=O)OCO5)CC2)cc1,i,54%,3%,12%,1%,-4%,6%,-13%,?,-9%,-6.9%[0.369 µM]
Cc1ccn2cc(CCNC(=O)CC(C)(C)C)nc2c1,i,9%,10%,12%,-2%,-1%,?,-3%,i,7%,0.6%
CC(=O)OC(C(=O)NCS(=O)(=O)c1ccc(C)cc1)c1cccnc1 (stereo not given),i,-6%,?,-3%,5%,-1%,1%,-8%,i,5%,/
O=C(O)C1CC(=O)N(c2ccc(Br)cc2)C1 (stereo not given),i,5%,-15%,-7%,0%,-2%,-4%,-4%,i,0%,-0.4%
COc1ccc(C2C(=O)N(C3CCCCC3)CC(=O)N2CCc2ccccc2)cc1OC (stereo not given),i,2%,-17%,5%,1%,-5%,-7%,10%,?,4%,0.6%
COCCn1nnnc1C(c1cccs1)N1CCN(c2ccccc2)CC1 (stereo not given),i,-2%,5%,-2%,0%,-3%,2%,2%,i,3%,-0.2%[57.5 µM]
c1ccc(CC2CCN(c3nc(N4CCOCC4)nc(N4CCOCC4)n3)CC2)cc1,i,-2%,-4%,-20%,-9%,-5%,7%,3%,?,-13%,0.0%
CCOc1ccccc1NC(=O)CSc1ccccc1,/,-7%,26%,-5%,1%,24%,-17%,3%,/,-3%,-6.6%

# Screening data deposited in PubChem by National Center for Advancing Translational Sciences (NCATS).
